Screening results as filed in PubChem.
KAT2A inh: qHTS Assay for Inhibitors of GCN5L2. GCN5L2 HAT assay, ThioGlo1 CoA-SH fluorescence. Potency, µM (titrated, usually from 58.9 µM), inactives show top-dose activity change, negative = inhibition, hits mostly inhibitors. 0.21% of 390,000 active. AID 504327, 2011
Target sequence (Q92830 whole entry, looked up): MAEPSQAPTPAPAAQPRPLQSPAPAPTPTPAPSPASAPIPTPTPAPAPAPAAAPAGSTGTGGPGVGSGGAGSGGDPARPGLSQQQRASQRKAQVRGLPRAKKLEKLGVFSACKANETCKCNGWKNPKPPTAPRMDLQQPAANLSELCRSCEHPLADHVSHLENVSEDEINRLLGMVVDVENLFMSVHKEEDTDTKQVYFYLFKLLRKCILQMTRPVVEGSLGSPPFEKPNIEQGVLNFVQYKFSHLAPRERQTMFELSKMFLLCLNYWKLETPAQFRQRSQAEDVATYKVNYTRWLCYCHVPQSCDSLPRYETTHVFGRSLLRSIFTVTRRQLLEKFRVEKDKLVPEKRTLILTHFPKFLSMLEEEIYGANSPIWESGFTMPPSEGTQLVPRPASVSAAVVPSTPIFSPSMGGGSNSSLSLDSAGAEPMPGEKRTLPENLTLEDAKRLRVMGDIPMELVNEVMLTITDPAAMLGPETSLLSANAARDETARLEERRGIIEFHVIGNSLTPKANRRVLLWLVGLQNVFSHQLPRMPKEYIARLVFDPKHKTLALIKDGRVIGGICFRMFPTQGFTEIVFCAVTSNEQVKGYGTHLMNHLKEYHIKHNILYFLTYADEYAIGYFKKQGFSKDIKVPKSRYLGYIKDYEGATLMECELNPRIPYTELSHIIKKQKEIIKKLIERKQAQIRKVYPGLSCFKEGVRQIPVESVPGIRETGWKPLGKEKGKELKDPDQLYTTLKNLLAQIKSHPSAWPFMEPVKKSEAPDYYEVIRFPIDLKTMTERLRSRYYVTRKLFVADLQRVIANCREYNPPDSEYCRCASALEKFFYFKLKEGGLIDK
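Fluorescence readout, Ex340nm/Em540nm: ThioGlo1 (50uM final) reacts with free CoA thiol released as 20nM GCN5L2 acetylates H3(1-25) peptide (75uM) using acetyl-CoA (70uM). Compound and enzyme sat 15 min beforehand; 20 min room-temperature reaction.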
TDP1 cell CPT: qHTS for Inhibitors of human tyrosyl-DNA phosphodiesterase 1 (TDP1): qHTS in cells in presence of CPT; chicken DT40 Tdp1-/-;hTDP1 cells + 20 nM CPT, ATP luminescence, 48 h; Potency, µM (series often up to 46.2 µM), for inactives: top-dose activity change, negative = growth inhibition, usual class: inhibitors; 12% of 420,000 active; further: nearly all actives have a fitted effect of over 55% in size
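Chicken DT40 Tdp1-/- cells complemented with human TDP1, 400 cells/well, exposed to compounds plus 20 nM camptothecin for at least 48 h at 37 C; viability read as ATP content by CellTiter-Glo luminescence.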
TDP1 cell noCPT: qHTS for Inhibitors of human tyrosyl-DNA phosphodiesterase 1 (TDP1): qHTS in cells in absence of CPT. DT40 Tdp1-/- hTDP1 cells, no CPT, ATP luminescence, 48 h. Potency, µM (titrated, usually from 46.2 µM), for the others: at the highest dose activity change, negative = growth inhibition, usual class: inhibitors. 15% of 420,000 active. AID 686978, 2013; further: nearly all actives have a fitted effect of over 55% in size
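Compound effects on proliferation are scored in DT40 Tdp1-/-;hTDP1 cells in the absence of CPT. ATP levels (CellTiter-Glo luminescence) are recorded after a ≥48 hr, 37 °C incubation.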
Active calls of the source: *; ? = inconclusive; nt = no result given; [ ] = dose if it differs, or a comment. The call rests on the fitted dose curve; in most records, active means well fitted curve in the direction sought with a large enough effect; inconclusive means small, poorly fitted or top-dose-only effect, or another doubt; inactive means no such curve, though single readings can be large; an effect the other way counts as inactive or inconclusive. On the % scale 0 is the no-effect control and ±100 the full control effect; potency means the concentration at half of the fitted maximal effect. A portion of the library. The share of hits here may be higher or lower than overall.

Sample of the layout:
Each structure is followed by: TDP1 cell noCPT | TDP1 cell CPT | KAT2A inh
- CC1(C(=O)Nc2cccc(Oc3ccccc3)c2)CCN1Cc1cc2ccccc2o1 (centres undefined)
 : ? | 23µM* | nt
- CCOc1ccc(N2C(=O)C(Cl)=C(N3CCOCC3)C2=O)cc1
 : -29% | ? | -11%

The listing, from the start:
Each structure is followed by: TDP1 cell noCPT | TDP1 cell CPT | KAT2A inh
- CC1(C(=O)Nc2cccc(Oc3ccccc3)c2)CCN1Cc1cc2ccccc2o1 (centres undefined)
 : ? | 23µM* | nt
- CCOc1ccc(N2C(=O)C(Cl)=C(N3CCOCC3)C2=O)cc1
 : -29% | ? | -11%
- Cc1nn(-c2ccc(F)cc2)c(Cl)c1/C=C(/CC(=O)O)c1nc2ccccc2s1
 : 5% | 4% | nt
- CCN1C(=O)c2ccccc2S(=O)c2ccc(C(=O)NCc3ccc(F)cc3)cc21 (centres undefined)
 : ? | ? | -7%
- Cn1c(C(=O)O)cc2cc(Oc3ccccc3)ccc21
 : 7% | 9% | -5%
- O=C(CCN1C(=O)/C(=C\C=C\c2ccccc2)SC1=S)Nc1ccc(C(=O)O)cc1
 : 4% | -3% | ?
- O=C(NC(=S)Nc1nc(-c2cccc([N+](=O)[O-])c2)cs1)c1cc(Cl)ccc1Cl
 : 16µM* | -83% | -9%
- CCOC(=O)C(NC(=O)c1ccccc1)(N1CCOCC1)C(F)(F)F (centres undefined)
 : 4% | -2% | -4%
- CC(=O)c1cccc(NC(=O)Cn2cnc(S(=O)(=O)N3CCCC3)c2)c1
 : 25% | -1% | -2%
- CCOC(=O)COc1ccsc1C(=O)OC
 : -2% | -2% | 0%
- O=C(O)CC(C(=O)OC1CCCCC1)N1CCOCC1 (centres undefined)
 : -3% | 0% | 1%
- COC(=O)c1cc2c(cc1N)OCCO2
 : -11% | 4% | -1%
- COc1ccc2cc(CNCc3ccccc3C(F)(F)F)c(N3CCCC(CO)C3)nc2c1 (centres undefined)
 : -29% | -12%[9.04 µM] | nt
- COc1cccc(C(=O)C2CCCN(C(=O)c3ccccn3)C2)c1 (centres undefined)
 : 4% | -11% | -6%
- CCc1ccc(NC(=O)CCc2nnc3ccc(N4CCCC4)nn23)cc1
 : ? | ? | -1%
- O=C1CCCC(O)=C1N=Nc1ccc(S(=O)(=O)N2CCOCC2)cc1
 : 8% | 3% | -10%
- COC(=O)c1ccc(/C=C/c2c(-c3ccsc3)oc3ccc(N4CCOCC4)cc23)cc1
 : ? | 18µM* | -2%
- COc1ccc2[nH]c(O)c(N=O)c2c1
 : -25% | -13% | -11%
- CN(C)c1ncnc2c1ncn2CCn1cnc2c(N(C)C)ncnc21
 : -9% | ? | nt
- CC(=O)Nc1ccc(S(=O)(=O)Nc2nc3ccc([N+](=O)[O-])cc3s2)cc1
 : -1% | 10% | -1%

2 records picked at random from those above, as already listed:
Each structure is followed by: TDP1 cell noCPT | TDP1 cell CPT | KAT2A inh
- COC(=O)c1ccc(/C=C/c2c(-c3ccsc3)oc3ccc(N4CCOCC4)cc23)cc1
 : ? | 18µM* | -2%
- Cc1nn(-c2ccc(F)cc2)c(Cl)c1/C=C(/CC(=O)O)c1nc2ccccc2s1
 : 5% | 4% | nt

(cont.)
Each structure is followed by: TDP1 cell noCPT | TDP1 cell CPT | KAT2A inh
- O=C(c1ccc(Cn2cc([N+](=O)[O-])cn2)o1)N1CCCCCC1
 : 9% | -4% | -4%
- O=c1cc(N2CCCCC2)c(-c2ccccc2)nn1Cc1cccc(F)c1
 : ? | ? | -22%
- COc1cc(/C=C/C(=O)OCC(=O)Nc2ccc(C)c(S(=O)(=O)N3CCCCC3)c2)ccc1O
 : 26µM* | ? | -8%
- O=C(NCc1ccccn1)c1ccc2nc(C3CCCCC3)oc2c1
 : -15% | -26% | -3%
- Cc1coc(C)c1C(=O)Nc1ccc2ccccc2c1
 : 14% | -2% | -6%
- COc1ccccc1Nc1cc(N2CCOCC2)c2nonc2c1[N+](=O)[O-]
 : ? | 0% | 1%
- CCCOc1ccc(C(=O)NNC(=S)NC(=O)CC)cc1
 : 2.6µM* | 4.6µM* | -13%
- COc1cc(NS(=O)(=O)c2ccc(NC(=O)COc3cccc(C)c3)cc2)nc(OC)n1
 : 3% | 4% | -6%
- O=c1n2c(c(O)n1C1CCCCC1)C(c1ccccc1)=Nc1ccccc1C2
 : ? | ? | nt
- CCS(=O)(=O)N1Cc2ccccc2CC1C(=O)Nc1nc(C)cs1 (centres undefined)
 : ? | -1% | -5%
- COc1ccc(OCC(=O)OC(C)CN2CCCCC2)cc1 (centres undefined)
 : -3% | 12% | -2%
- O=C(CC1C[C@H](C(=O)N2CCOCC2)[C@@]2(CCC3CCCC3)c3[nH]c4ccccc4c3CCN2C1=O)NCCCn1ccnc1 (some centres undefined)
 : ? | ? | -5%
- CCOC(=O)C1CCCN(C(=O)c2cc(S(=O)(=O)N(C)C)ccc2N2CCCC2)C1 (centres undefined)
 : -11% | 9% | 1%
- O=C(NC1CCCC1)c1c(O)nc2sccn2c1=O
 : -26% | ? | -8%
- NC(=O)c1ccc(-c2ccccc2F)cc1
 : -4% | 9% | -15%
- CCC1(C2CCN(Cc3ccc(OC)cc3)CC2)NC(=O)N(CC2COc3ccccc3O2)C1=O (centres undefined)
 : ? | -16%[9.04 µM] | nt
- Cc1ccc(NC(=O)CCc2c(C)nn(-c3ccc(N4CCOCC4)nn3)c2C)cc1
 : 8% | 2% | -5%
- CCCCCCn1nc(C(=O)Nc2nc3c(s2)CCCC3)c2ccccc2c1=O
 : ? | 15µM* | -6%
- CCN1CCN(c2c(/C=C3\SC(=S)N(Cc4ccco4)C3=O)c(C)c(C#N)c(=O)n2C)CC1
 : 15µM* | ? | 0%
- Cc1cccc2cc(C#N)c(N3CCOCC3)nc12
 : -25% | 1% | -3%

Full records as entered above. Order of values: TDP1 cell noCPT | TDP1 cell CPT | KAT2A inh
Profile of `COc1cc(/C=C/C(=O)OCC(=O)Nc2ccc(C)c(S(=O)(=O)N3CCCCC3)c2)ccc1O` = 26µM* | ? | -8%
Profile of `O=c1n2c(c(O)n1C1CCCCC1)C(c1ccccc1)=Nc1ccccc1C2` = ? | ? | nt
Profile of `O=C(NCc1ccccn1)c1ccc2nc(C3CCCCC3)oc2c1` = -15% | -26% | -3%
Profile of `O=C(NC1CCCC1)c1c(O)nc2sccn2c1=O` = -26% | ? | -8%
Profile of `Cc1ccc(NC(=O)CCc2c(C)nn(-c3ccc(N4CCOCC4)nn3)c2C)cc1` = 8% | 2% | -5%

Other records.
Each structure is followed by: TDP1 cell noCPT | TDP1 cell CPT | KAT2A inh
- CCCn1c(SCC(=O)Nc2ccccc2CC)nnc1C(C)C
 : 18µM* | 21µM* | -18%
- CCOC(=O)C1CCCN(c2ccc(NC(=O)c3snc4c(=O)[nH]cnc34)cc2)C1 (centres undefined)
 : -40% | -40% | -3%
- CC(C)(C)NC(=O)Cn1nnc(-c2ccc(OCc3c(F)cccc3Cl)cc2)n1
 : ? | ? | -16%
- Cc1ccc(CN2CCN(c3ccccc3)CC2)o1
 : ? | -26% | -6%
- CCCCSc1nnc([C@H](CC(C)C)NC(=O)OC(C)(C)C)o1
 : ? | 18µM* | -15%
- CC(NC(=O)c1ccco1)C(=O)N1CCN(c2cccc(Cl)c2)CC1 (centres undefined)
 : -26% | ? | 1%
- COc1nnc(-c2ccc(C(=O)N3C[C@@H]4C[C@H](C3)c3cccc(=O)n3C4)cc2)c2ccccc12
 : 19% | 15% | -1%
- CCc1ccc2cc(C)cnc2n1
 : 3% | -6% | nt
- CS(=O)(=O)N(CC(=O)NC1CC1)C1CCCCC1
 : 2% | -8% | -6%
- COc1ccc(NC(=O)CSc2n[nH]c(CNc3cccc(C)c3)n2)cc1
 : -18% | 3% | -3%
- COc1ccc(NC(=O)CCCn2c(=S)[nH]c3ccccc3c2=O)cc1
 : -29% | -13% | 1%
- CC1CN(CCc2ccccc2)C(C)C/C1=N/O (centres undefined)
 : 5% | -23% | nt
- O=C(CCC1N=C2c3ccccc3N=C(SCc3ccccc3F)N2C1=O)NC1CCCCC1 (centres undefined)
 : 18µM* | 18µM* | 0%
- COc1ccc(C(C)(O)c2nc(-c3ccc(F)c(Cl)c3)cs2)cc1 (centres undefined)
 : ? | ? | nt
- CS(=O)(=O)N(CC(=O)O)c1cc(C(F)(F)F)ccc1Cl
 : 4% | -9% | 1%
- CCC(Sc1ncccc1C(=O)O)C(=O)N1CCOCC1 (centres undefined)
 : -13% | -3% | -12%
- CCN(CC)CCN1C(=O)C2C(C(=O)Nc3cc(C)cc(C)c3)C3C=CC2(O3)C1C(=O)NC1CCCCC1 (centres undefined)
 : 0% | 6% | -10%
- CCN(CC)CCNc1nc(C(F)(F)F)nc2c1nnn2Cc1ccccc1
 : ? | -20% | -6%
- C#CCSc1nc2sc3c(c2c(=O)n1C)CCC3
 : 12% | -2% | 4%
- Cc1cccc(NC(=O)c2nc[nH]c2C(=O)N[C@@H](C)CO)c1
 : -21% | 1% | nt
- COc1ccc(Cl)cc1S(=O)(=O)N1CCN(C(=O)COc2ccccc2)CC1
 : 2% | 25% | 1%
- O=C(O)Cc1ccccc1C(=O)O
 : 4% | -3% | 1%
- CC1CCN(CCn2c(=S)[nH]c3ccccc3c2=O)CC1
 : 1% | 36%[activator] | -6%
- CC(C)Sc1oc(-c2ccco2)nc1S(=O)(=O)c1ccc(F)cc1
 : ? | ? | -21%
- CCOC(=O)c1c(C)[nH]c(C)c1C(=O)COC(=O)c1ccc(Cl)c(S(=O)(=O)NCc2ccccc2)c1
 : 23µM* | 21µM* | -10%
- CCOC(=O)[C@]12CCCC=C1N(Cc1ccco1)C(=O)[C@H](CC(=O)N1CCN(C(=O)C3CC3)CC1)C2
 : -13% | -29% | nt
- CC(=O)N/C(=C\c1ccccc1)C(=O)Nc1ccccc1C
 : -5% | 8% | -6%
- COc1ccc(S(=O)(=O)N2CCOC2CNC(=O)C(=O)NCCc2ccc(OC)c(OC)c2)cc1C (centres undefined)
 : 16µM* | ? | -3%
- CCCCNC(=S)N1CCN(c2ccccc2Cl)CC1
 : -25% | -4% | -1%
- CC(=O)c1ccc(N2CCN(C(=O)CCNC(=O)Cn3ccc4ccccc4c3=O)CC2)cc1
 : ? | -23% | -7%
- Cc1ccc(C(=O)Nc2sc3c(c2C(=O)O)CCC(C)C3)o1 (centres undefined)
 : 21µM* | ? | -8%
- COc1cccc(OC)c1C(=O)N1CCN=C1SCc1cccnc1
 : -17% | -2% | -14%
- Cc1nc2sc(-c3ccccc3)cc2c(=O)n1/N=C/N(C)C
 : 0% | 1% | -12%
- O=C(OCc1nnc(-c2ccccc2)o1)c1ccc(CO)cc1
 : 1% | -2% | -5%
- CCOC(=O)c1cccc(Nc2nc(C)cc(C)n2)c1
 : -5% | 3% | -1%
- CC1CN(C(=O)C(c2ccccc2)c2ccccc2)CC(C)O1 (centres undefined)
 : 0% | 1% | -7%
- COc1ccc(OC)c(NC(=O)c2noc3c2CCCC3)c1
 : -26% | 0% | -17%
- C=CCSc1nc2sc(C)c(C)c2c(=O)n1N
 : ? | ? | -3%
- COc1ccc(-c2nc(CN3CCCCC3c3cccnc3)c(C)o2)c(F)c1 (centres undefined)
 : ? | ? | -7%
- Cc1ccnc(NC(c2ccccn2)c2c(C)[nH]c3ccccc23)c1 (centres undefined)
 : ? | ? | -7%
- COc1ccc(/C=N/NC(=O)c2ccccc2[N+](=O)[O-])cc1CN1CCc2cc(OC)c(OC)cc2C1C (centres undefined)
 : -26% | -1% | 2%
- COc1cc2c(cc1NC(=O)COC(=O)[C@@H](NS(=O)(=O)c1ccccc1)C(C)C)oc1ccccc12
 : ? | ? | -6%
- O=c1oc2ccc3ccccc3c2cc1-c1nnc(Nc2ccccc2)s1
 : ? | -1% | -11%
- Fc1ccc(NC(=S)Nc2ccccc2OC(F)F)cc1Cl
 : ? | ? | -18%
- CN(c1ccc(C(=O)NCc2ccccn2)cc1)S(=O)(=O)c1ccc(Cl)cc1
 : 6% | 2% | ?
- CC1(C)CC(=O)C(C2C3=C(CC(C)(C)CC3=O)OC3=C2C(=O)CC(C)(C)C3)=C(O)C1
 : -19% | 7% | -2%
